Screening results (PubChem BioAssay)
CRFR2-BP ag = agonists of human CRF-binding protein/CRF-R2 receptor complex; activation, % at 13.2 µM; AID 588473; hit rate 0.46% among 350,000; HEK293 CRF-R2/CRF-BP, calcium dye fluorescence (FLIPR); percent of saturating CRF peptide response;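 active = activation of at least 50%, plus an integration ratio under a set limit after plate pattern correction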;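 note: plate controls were neutral control wells without compound for no effect and CRF at EC100 for full effect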
NS3 helicase inh = HCV NS3 helicase inhibition. hit rate 0.56% among 290,000. NS3 helicase DNA unwinding, Cy5 molecular beacon fluorescence. inhibition, % at 10.9 µM. AID 1800;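 active = inhibition above the mean of all tested compounds plus 3 SD, set per campaign, cut at about 35% in these data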;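 note: 0% = DMSO wells and 100% = thioflavine S control wells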
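System: Hepatitis C virus NS3 helicase domain fragment enzyme | Reagent: Annealed dual-labelled DNA beacon duplex, ATP-started | Compound dosing: 10.9 µM single point, 0.8% DMSO | Incubation: 1 h reaction at 25 °C, ATP-initiated | Technique: Cy5 fluorescence | Evaluation: Percent inhibition from t60/t0 fluorescence ratio | Benchmarks: Low DMSO, high thioflavine S at 110 µM | Replication: Singlicate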
DNA FID counter = displaces DNA intercalator in HCV helicase counter-screen | inhibition, % at 7.9 µM | DNA fluorescent intercalator displacement, fluorescence | AID 1845 | hit rate 0.17% among 290,000; in the data active = inhibition above about 37%;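 note: 0% = vehicle and 100% = reference compound; higher means more ethidium bromide displaced from hairpin DNA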
MEKK2wt PB1 HTS = raises or lowers MEK5 binding to wildtype human MEKK2 PB1 domain. binding response (% of control), % at 10 µM. AID 1531. hit rate 1.1% among 290,000. bead flow cytometry, Alexa488-MEK5 binding to MEKK2 WT; actives lie on both sides; in the data active = binding response below about 67% or above about 130%; inconclusive = no clear call, values can overlap the other calls; inactive = in between
SUMO HTRF inh = blocks human SUMOylation mediated by UBC9; P63279; HTRF SUMOylation assay, SAE1/SAE2 + UBC9, in vitro; inhibition, % at 35 µM; hit rate 0.36% among 290,000; AID 2006; in the data active = inhibition above about 50%, passing the limit was not always enough; inconclusive = no clear call, values can overlap the other calls; note: strong numbers were not always called active
Target sequence (P63279 whole entry, looked up): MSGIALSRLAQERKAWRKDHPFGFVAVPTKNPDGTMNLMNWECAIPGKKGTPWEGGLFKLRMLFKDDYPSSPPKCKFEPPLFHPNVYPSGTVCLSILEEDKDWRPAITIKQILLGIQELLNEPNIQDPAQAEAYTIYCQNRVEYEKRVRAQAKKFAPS
MEKK2 mut-MEK5 = signal of MEK5 binding to mutant human MEKK2 PB1 domain | AID 1530 | bead flow cytometry, Alexa488-MEK5 binding to MEKK2 mutant | percent response, % at 10 µM | hit rate 0.35% among 290,000; in the data active = percent response above about 24%, passing the limit was not always enough; note: inactives centre near 1; some results filed as inactive read as strong as hits
MEKK3 PB1 HTS = MEKK3-MEK5 PB1 interaction, increase or decrease | bead-based flow cytometry, Alexa488-MEK5 binding to MEKK3; actives lie on both sides; 0 = blocked by unlabeled MEK5, 100 = vehicle | Q99759 | binding response (% of control), % at 10 µM | hit rate 1.4% among 290,000;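 active = binding response more than 3 SD above or below the average of its plate-row segment, actives on both sides; inconclusive = wells at one plate position flagged as instrument error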;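 note: Alexa488 bead fluorescence after subtracting the streptavidin-only scavenger bead signal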
Target sequence (Q99759 whole entry, looked up): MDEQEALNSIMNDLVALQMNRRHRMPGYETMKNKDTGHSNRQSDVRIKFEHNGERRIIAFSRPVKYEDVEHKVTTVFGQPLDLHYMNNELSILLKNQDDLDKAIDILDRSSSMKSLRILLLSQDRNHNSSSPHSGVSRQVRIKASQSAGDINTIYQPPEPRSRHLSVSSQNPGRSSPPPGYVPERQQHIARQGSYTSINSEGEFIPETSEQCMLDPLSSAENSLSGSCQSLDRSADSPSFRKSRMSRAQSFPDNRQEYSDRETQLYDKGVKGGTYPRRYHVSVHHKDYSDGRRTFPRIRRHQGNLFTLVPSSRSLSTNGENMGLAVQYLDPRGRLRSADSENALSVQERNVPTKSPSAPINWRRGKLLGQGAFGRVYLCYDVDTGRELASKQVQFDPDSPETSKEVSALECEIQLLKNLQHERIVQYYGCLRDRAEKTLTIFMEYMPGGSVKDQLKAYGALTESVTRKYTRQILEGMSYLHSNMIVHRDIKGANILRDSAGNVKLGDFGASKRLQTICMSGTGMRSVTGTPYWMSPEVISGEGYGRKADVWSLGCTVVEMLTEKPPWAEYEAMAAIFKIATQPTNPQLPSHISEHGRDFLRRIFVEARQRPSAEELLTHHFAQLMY
CRFR2-BP antag = CRF-BP/CRF-R2 complex antagonism; HEK293 CRF-R2/CRF-BP, CRF-induced calcium fluorescence; inhibition, % at 11.8 µM; hit rate 0.59% among 350,000; AID 588475;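 active = inhibition of the ligand-induced calcium signal above about 50% at the single tested concentration, limit read from the data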
GalR3 antagonist = blocks the human galanin receptor 3 | O60755 | AID 651719 | hit rate 0.44% among 360,000 | inhibition, % at 3 µM | HEK293 GalR3-CNG cAMP membrane potential fluorescence; galR3 body fused to GalR1 C-terminus;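 active = inhibition above the screen-wide average plus 3 SD, cut at about 13% in these data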;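 note: forskolin and galanin both at EC90 stimulate the cells; cAMP rise reported by CNG channel membrane potential dye signal; 0% = forskolin plus galanin with DMSO and 100% = forskolin alone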
Target sequence (O60755 1-299 limits assumed): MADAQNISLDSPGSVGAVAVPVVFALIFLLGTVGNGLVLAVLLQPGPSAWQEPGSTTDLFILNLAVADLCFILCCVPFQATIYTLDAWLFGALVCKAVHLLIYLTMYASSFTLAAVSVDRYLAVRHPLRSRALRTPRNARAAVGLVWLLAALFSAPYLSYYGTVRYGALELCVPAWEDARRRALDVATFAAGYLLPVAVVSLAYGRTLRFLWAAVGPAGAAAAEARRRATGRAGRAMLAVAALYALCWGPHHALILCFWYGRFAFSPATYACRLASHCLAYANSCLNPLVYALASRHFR
Active calls of the source: *; i = inactive; ? = inconclusive; . = not tested or not shown; & = joins results of further samples; [ ] = remark or other dose. Not all compounds are listed; count on the stated rates, not on these rows.

Values run as follows: CRFR2-BP ag	CRFR2-BP antag	DNA FID counter	NS3 helicase inh	MEKK2wt PB1 HTS	MEKK2 mut-MEK5	GalR3 antagonist	MEKK3 PB1 HTS	SUMO HTRF inh
> COCCn1c(SCC(=O)Nc2ccc(F)cc2F)nc2c([nH]c3ccccc32)c1=O
    0.4	1	-10	0	102	2	0	100	17
> O=C(NCc1nc2ccccc2[nH]1)C1=C[C@H](C2CC2)C[C@H](OCCCCO)O1
    -1.4	-3	-14	1	94	-3	1	79*[inhibitor]	8
> CC(C)(C)CC(=O)NC(=S)Nc1ccccc1[N+](=O)[O-]
    -0.3	-11	-4	-3	103	1	-6	107	13
> CC(C)(C)C(=O)COc1ccccc1[N+](=O)[O-]
    -0.3	12	0	3	102	-3	-7	102	2
> CCN1C(=O)C2(C(C(=O)c3ccc(C)o3)=C(O)C(=O)N2CCCN2CCOCC2)c2ccccc21 (centres undefined)
    1.4	11	-1	-7	100	4	-6	101	-1
> Cc1ccc(C)c(N2CCN(C(=O)Cc3ccc(NC4=NC5CS(=O)(=O)CC5S4)cc3)CC2)c1 (centres undefined)
    1.0	7	-41	-8	101	-1	.	101	-8
> Cc1nc2sccn2c(=O)c1CCN1CCC(=C(c2ccccc2)c2ccc(F)cc2)CC1
    .	.	2	-75	157*	13	.	120	-9
> CCOC(=O)c1sc(NS(=O)(=O)c2ccccc2)nc1C
    -2.5	16	-13	13	91	-6	-1	91	24
> Cc1cc(C)c(S(=O)(=O)N2CCOC2CNC(=O)C(=O)NCCN2CCOCC2)c(C)c1 (centres undefined)
    -0.6	-11	-9	-7	110	5	-5	105	2
> Cc1oc2cc3oc(=O)c(CC(=O)O)c(C)c3cc2c1-c1ccccc1
    -1.3	1	-16	11	100	2	-8	98	34
> CCCN1CNC(=S)N(c2ccc(C(=O)OCC)cc2)C1
    0.4	-2	4	-2	98	-1	-4	92	8
> Cc1cc(NCc2cccnc2)nc(N)n1
    1.6	-20	-4	5	104	8	-10	104	9
> Fc1ccccc1N1CCN(Cc2cccnc2)CC1
    1.4	4	3	2	96	-2	-6	92	-10
> O=C(NCc1cccs1)C1CCCN(S(=O)(=O)c2cccc3cccnc23)C1 (centres undefined)
    -2.7	13	-17	2	98	-3	-1	98	-1
> Cc1nnc(NC(=O)c2ccc3c(c2)OCO3)s1
    2.2	-30	-7	1	87	-1	-4	84	18
> COc1ccc(CNC(=O)c2c(O)c3cccc4c3n(c2=O)CCC4)cc1OC
    1.1	12	-2	5	99	-2	-1	95	4
> O=[N+]([O-])c1ccc(Cl)cc1Sc1nc2ccccc2o1
    -0.8	-3	4	-2	90	-5	2	95	-14
> Cc1cc(OCCCCn2ccnc2)cc(C)c1Cl
    -2.6	-13	3	-24	127	20	-4	106	20
> Cc1nc2n(c(=O)c1CCN1CCC(c3noc4cc(F)ccc34)CC1)CCCC2
    i	i	10	-5	111&102	4&0	-3	107&101	-12
> OC(C#CCN1CCCCC1)c1ccccc1 (centres undefined)
    0.6	-4	-1	1	98	-5	-3	98	7

(next part)
Values run as follows: CRFR2-BP ag	CRFR2-BP antag	DNA FID counter	NS3 helicase inh	MEKK2wt PB1 HTS	MEKK2 mut-MEK5	GalR3 antagonist	MEKK3 PB1 HTS	SUMO HTRF inh
> NC(=O)c1cc(N2C(=O)C=CC2=O)ccc1Cl
    0.6	45	1	1	92	-3	.	87	3
> CCOc1ccccc1NC(=O)CN1C(=O)C(C)SC(C)C1=O (centres undefined)
    1.4	16	-9	8	100	-2	-5	101	8
> CSC(=CC(=O)c1ccc(F)cc1)SC
    0.7	0	-4	-6	85	-24	-2	84	15
> O=C(Cn1nc(Cc2cccnc2)c2ccccc2c1=O)N1CCN(C(=O)c2ccco2)CC1
    1.4	16	-23	1	104	2	0	106	2
> O=C(O)CNC(=S)N(Cc1ccco1)Cc1ccccc1Cl
    -0.7	15	-13	12	106	7	-5	102	0
> O=C(CCc1ccccc1)NCCc1nc2ccccc2[nH]1
    -0.6	-18	-2	3	78	-11	-4	91	-1
> CCOC(=O)c1sc(/N=C/c2ccc(O)cc2O)cc1C
    5.9	42	-8	10	106	-1	-2	101	2
> COC(=O)c1cnc(SCc2ccc(C)cc2)n1C
    -1.0	26	-8	0	94	-6	-4	101	0
> COc1ccc(NS(=O)(=O)c2ccc(-c3coc(C)n3)cc2)cc1
    1.3	6	-21	-24	98	-3	-7	101	-7
> COc1cccc(/C=N/NC(=O)CN(C2=NS(=O)(=O)c3ccccc32)c2ccccc2)c1
    1.0	-2	-18	-24	95	-2	-6	98	33
> CC(=O)Nc1nnc(SCC(=O)NCCOc2ccccc2)s1
    2.0	10	0	0	107	6	-5	96	3
> CCOC(=O)Cc1csc(NC(=O)c2ccc3ncsc3c2)n1
    0.6	-4	-16	-4	110	8	1	104	13
> Cc1nc(SCCOc2ccc(F)cc2)c2ccccc2n1
    -0.4	-3	-1	15	.	.	-6	.	-15
> OCCNC(=S)Nc1ccc(Cl)c(Cl)c1
    -1.3	10	-2	3	97	-2	-3	97	0
> O=c1c(Cl)c(O)c2cccc3c4ccccc4n1c23
    -1.0	-6	-4	5	97	-1	-5	99	15
> CC(C)CNC(=O)c1cnn2c(C(F)(F)F)cc(C(F)(F)F)nc12
    0.2	3	-5	1	101	-5	-1	99	5
> COc1ccc(Nc2cc(C)c3ccc(O)cc3n2)cc1
    -0.2	-7	25	-18	?	-30	-7	?	9
> COc1ccc(CNS(=O)(=O)c2c(C)[nH]c(C)c2C(=O)N2CCCCC2)cc1
    -1.4	-4	-10	10	98	-3	4	98	4
> COc1ccc(S(=O)(=O)NCC2CCCN(C(=O)c3occc3C)C2)cc1 (centres undefined)
    1.0	-22	-19	-8	93	-5	-6	98	-2
> Cn1c(Sc2ccc(C(F)(F)F)cc2[N+](=O)[O-])nnc1-c1ccccc1
    -1.1	5	-13	5	104	2	-5	103	4

Following part.
Values run as follows: CRFR2-BP ag	CRFR2-BP antag	DNA FID counter	NS3 helicase inh	MEKK2wt PB1 HTS	MEKK2 mut-MEK5	GalR3 antagonist	MEKK3 PB1 HTS	SUMO HTRF inh
> Cc1sc2nc(-c3cccnc3)[nH]c(=O)c2c1-c1ccccc1
    -2.4	-24	-7	-6	99	0	2	96	17
> CCN(CC)S(=O)(=O)c1ccc(NCC2COc3ccccc3O2)c([N+](=O)[O-])c1 (centres undefined)
    -2.2	15	-4	-8	98	1	-4	107	-7
> CC(=O)Nc1ccc(S(=O)(=O)NCc2ccccn2)cc1
    -1.7	5	5	6	95	-2	1	92	7
> C/C(=N\NC(=O)COc1cc(C)cc(C)c1)c1ccc(N2CCOCC2)cc1
    0.8	-7	-8	3	94	7	-1	106	-5
> O=C(NNC(=S)Nc1ccccc1Cl)c1ccccc1
    -4.0	5	-12	3	99	-6	-5	100	-4
> CCOc1ccc(NC(=O)c2nn(C)cc2Br)cc1
    -0.5	22	1	-3	102	2	-7	99	-1
> Cc1ccc(SC[C@H](C)CN2CC[C@H](C(C)(C)C)CCC2=O)cc1
    -1.8	-4	-33	10	96	2	-5	102	-24
> Nc1nc(SCC(=O)Nc2ccccc2)[nH]c(=O)c1NC(=O)c1cccs1
    -2.7	13	-1	-1	103	12	.	109	13
> COCCNc1nc(C)cc(-c2cc(C(=O)NC3CCCC3)on2)n1
    -1.8	-1	.	.	103	3	-2	99	-8
> COc1ccc(O)c(/C=N/c2sc(C)c(C)c2C#N)c1
    2.1	1	1	6	90	1	1	97	27
> Cc1nc(Cl)sc1C(=O)Nc1ccc(Cl)cc1
    3.4	-14	-13	-2	100	2	-2	101	-12
> Cn1cc2cc([N+](=O)[O-])ccc2n1
    -2.3	-9	2	11	106	-4	1	107	6
> CCOc1ccc(S(=O)(=O)N2CCC(C(=O)NC3CCCCC3)CC2)cc1
    0.2	-2	-39	0	110	7	0	105	11
> COC(=O)/C(=N/Nc1ccccc1Cl)Sc1nnc(C(O)c2ccccc2)n1-c1ccccc1 (centres undefined)
    1.7	-24	-11	0	104	13	-5	88	1
> O=C(NC(=S)Nn1cnnc1)c1ccc(F)cc1Cl
    -0.3	5	5	11	97	2	-5	104	6
> O=C(c1cccc(F)c1)N1CCN(Cc2ccco2)CC1
    -1.1	1	6	0	96	-2	0	101	10
> CCOCC(O)CNC(=O)c1ccc2nc(Cc3ccc(OC)c(OC)c3)oc2c1 (centres undefined)
    0.1	-3	-22	14	102	-1	-6	89	0
> CCc1nnc(NS(=O)(=O)c2ccc(NC(=O)c3cccc(Br)c3)cc2)s1
    0.0	-11	-28	-1	103	7	-1	100	.
> COC(=O)c1ccccc1NC(=O)NCCc1ccccc1OC
    -2.1	-7	-12	2	101	2	-6	101	-8
> CC(C)(C)c1ccc(NC(=S)NCCc2ccccn2)cc1
    -3.0	-13	-16	-12	100	-8	4	98	15

(continued)
Values run as follows: CRFR2-BP ag	CRFR2-BP antag	DNA FID counter	NS3 helicase inh	MEKK2wt PB1 HTS	MEKK2 mut-MEK5	GalR3 antagonist	MEKK3 PB1 HTS	SUMO HTRF inh
> O=C1[C@@H]2CSCN2C(=O)CN1Cc1cccc(C(F)(F)F)c1
    -1.2	4	-5	-1	98	0	-10	95	12
> CCCn1cc(SCC(=O)NC2CCCC2)c2ccccc21
    -0.5	-13	-38	-6	103	3	-1	101	-5
> CC(=O)c1c(O)c2cccc3c2n(c1=O)CCC3
    2.2	2	-9	-5	98	-2	-8	102	13
> O=S(=O)(c1ccccc1)c1nc(-c2ccccc2)oc1NCc1cccnc1
    1.9	-10	-2	0	97	6	-5	97	-11
> O=C(CN1C(=O)CSc2ccccc21)Nc1ccc2c(c1)OCCO2
    -1.7	-2	-7	5	84	-6	-2	83	3
> Cc1[nH]c(C)c(S(=O)(=O)N(Cc2ccccc2)C(C)C)c1C(=O)N1CCCC1
    -0.6	-9	-27	10	101	-4	-11	102	-15
> Cc1cc(C)nc(/N=C2\NC(=O)CC(C(=O)O)N2c2ccc(C)c(C)c2)n1 (centres undefined)
    -2.2	-11	-39	9	101	-2	-3	99	8
> CCCOc1ccc(NC(=O)C2CC(=O)N(C)C(=Nc3cccc(OC)c3)S2)cc1 (centres undefined)
    0.7	-10	0	-2	89	-9	-6	99	11
> COc1cccc(SCC(=O)N2CCN(c3ccccc3)CC2)c1
    -0.4	3	-33	21	97	-4	-3	98	21
> Cc1ccc(CCNC(=O)CCCn2nc(C)c3c(C)n(-c4ccc(C)cc4)nc3c2=O)cc1
    0.0	1	-54	-11	106	6	4	103	-4
> O=C(Cn1c(=O)oc2cc(S(=O)(=O)N3CCCC3)ccc21)Nc1ccccc1Br
    0.3	11	-13	0	104	5	.	120	17
> O=C(c1ccc(C(=O)N2CCCc3ccccc32)nc1)N1CCCc2ccccc21
    0.8	12	.	.	100	1	0	101	-7
> COc1cc(OC)cc(C(=O)OCCNC(=O)Cn2cnc3c2c(=O)n(C)c(=O)n3C)c1
    .	.	2	-1	104	0	3	106	0
> CCOC(=O)c1ccc(NC(=O)N2CCN(C(=O)C3CCCO3)CC2)cc1 (centres undefined)
    1.0	12	3	6	90	-11	-3	95	6
> O=C(Nc1cccnc1)c1cccc([N+](=O)[O-])c1
    0.7	6	0	5	84	9	-9	93	20
> CCOC(=O)/C(C#N)=C/c1cn(CCC(=O)O)nc1-c1ccccc1
    -4.0	18	-21	7	116	12	-4	102	5
